Source: PubChem (several laboratories)
M1 antagonist: blocks the rat M1 muscarinic receptor response to acetylcholine. CHO-M1 cells, Fluo-4 calcium, ACh EC80 antagonist mode; active compounds read low. B-score at 10 µM. P08482. 64,000 compounds, 3.4% hits. AID 628;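 active = calcium fluorescence response, raw or row-and-column corrected B-score, differing from the plate sample mean either way at a set confidence level, mostly lower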
Target sequence (P08482 whole entry, looked up): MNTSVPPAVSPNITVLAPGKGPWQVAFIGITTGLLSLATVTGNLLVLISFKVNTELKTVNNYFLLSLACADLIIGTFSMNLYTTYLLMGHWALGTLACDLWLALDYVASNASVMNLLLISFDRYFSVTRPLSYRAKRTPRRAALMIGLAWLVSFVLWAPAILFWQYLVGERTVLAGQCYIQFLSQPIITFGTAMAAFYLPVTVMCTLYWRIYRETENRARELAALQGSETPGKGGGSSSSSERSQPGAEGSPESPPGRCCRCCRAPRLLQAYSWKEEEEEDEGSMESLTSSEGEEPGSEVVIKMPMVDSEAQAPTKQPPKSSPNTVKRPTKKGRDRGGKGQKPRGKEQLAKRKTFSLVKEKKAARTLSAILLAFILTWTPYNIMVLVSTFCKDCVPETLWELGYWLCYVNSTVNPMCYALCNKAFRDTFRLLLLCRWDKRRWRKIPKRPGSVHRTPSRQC
RORA act: activates the human nuclear receptor RORA; activation, % at 10 µM; P35398; 65,000 compounds, 1.5% hits; AID 560; CHO-K1 Gal4-RORA LBD luciferase reporter, luminescence; percent increase over mock-subtracted basal signal;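 active = activation above the mean of all tested compounds plus 3 SD, cut at about 49% in these data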;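 note: 0% = DMSO-treated RORA cells and 100% = added signal equal to DMSO minus mock-transfected cells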
Target sequence (P35398 whole entry, looked up, the tested form may be a part): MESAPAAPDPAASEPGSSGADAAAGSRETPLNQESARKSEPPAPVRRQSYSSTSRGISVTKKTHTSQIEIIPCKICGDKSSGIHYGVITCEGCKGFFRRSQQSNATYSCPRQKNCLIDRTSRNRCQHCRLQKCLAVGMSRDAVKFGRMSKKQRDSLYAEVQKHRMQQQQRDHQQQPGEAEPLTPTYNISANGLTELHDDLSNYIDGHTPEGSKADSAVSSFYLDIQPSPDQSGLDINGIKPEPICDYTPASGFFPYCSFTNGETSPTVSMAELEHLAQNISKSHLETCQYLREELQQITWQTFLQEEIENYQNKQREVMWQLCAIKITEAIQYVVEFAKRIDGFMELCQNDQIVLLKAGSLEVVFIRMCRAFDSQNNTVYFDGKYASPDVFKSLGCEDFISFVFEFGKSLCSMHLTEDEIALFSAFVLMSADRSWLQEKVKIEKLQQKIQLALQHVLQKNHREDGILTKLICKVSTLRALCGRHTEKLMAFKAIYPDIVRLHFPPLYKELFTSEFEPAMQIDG
TNAP act DEA: activates human TNAP at intermediate phosphate acceptor concentration. P05186. activation factor at 20 µM. 64,000 tested, under 10 active. purified TNAP, CDP-star luminescence, 100 mM DEA, 30 min; active compounds read high; scale: 0 levamisole-inhibited, 1 vehicle-only enzyme. AID 813;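 active = activation factor of at least 2 at 20 µM, relative to controls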
Autofluor 339: intrinsic fluorescence of library compounds, ex339/em460 – biochemical, MLSMR library, data from DPM-DC assay, artefact control, profiling panel | compound autofluorescence, ex339/em460 nm, NADH buffer; active compounds read high; 1 = no-compound wells, NADH background | fluorescence fold increase at 10 µM | 65,000 compounds, 5.5% hits;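 active = at 10 µM, mean starting fluorescence two-fold or more over control wells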;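 note: signal is the first read of a kinetic run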
M1 ag: M1 muscarinic receptor agonism | B-score at 10 µM | AID 626 | CHO-M1 cells, Fluo-4 calcium fluorescence, agonist mode; active compounds read high | 64,000 compounds, 3% hits;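 active = fluorescence rise, raw or as B-score row- and column-corrected plate score, outside the 99.7% band of its plate's samples, either direction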
NADH enzymes: inhibitors of enzymes used to reach an NAD/NADH endpoint; IC50, µM (highest dose often 10 µM), for the others: top-dose inhibition; 65,000 compounds, 0.02% hits; coupled PK/LDH NADH assays, four targets;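 active = single-dose screening hits from any of four coupled enzyme assays that gave an IC50 when retested across doses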;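 note: the DPM-DC format reads NADH fluorescence rather than 340 nm absorbance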
SF1 activator: activates the human nuclear receptor SF-1. CHO-K1 Gal4-SF-1 LBD luciferase reporter; % increase over DMSO SF-1-specific signal. activation, % at 10 µM. 65,000 compounds, 1.9% hits. AID 522;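 active = activation above the mean activation of all tested compounds plus 3 SD, cut at about 50% in these data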
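Compound – one dose, 10 µM compound, 1% DMSO · Test system – transient Gal4-SF-1 LBD reporter, CHO-K1 · Input – 4,000 cells in each well · Read-out basis – percent activation relative to DMSO median and mock-transfected background · Replicates – single measurement per compound · Technique – steady-glow luciferase luminescence, read after 15 min reagent incubation · Timing – 20 h compound treatment, 37 °C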
Ec RNAP inh: inhibitors of Escherichia coli RNA polymerase; inhibition, %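 (tested at 10 µM)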; AID 559; E. coli RNA polymerase, fluorescence transcription assay; 62,000 compounds, 0.2% hits; in the data active = inhibition above about 20%;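 note: 0% = enzyme without compound and 100% = no enzyme blank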
Ecoli tolC: E. coli tolC mutant growth inhibition | E. coli BW25113 tolC mutant growth, OD615 | growth inhibition, % at 10 µM (by protocol) | 65,000 compounds, 2.2% hits | AID 573;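 active = growth inhibition at or above a cutoff equal to the mean over every tested compound plus 3 SD, cut at about 60% in these data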;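 note: growth measured after 20 h incubation at 37 °C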
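signal = optical density read at 615 nm | test system = E. coli ΔtolC::kan strain BW25113 | timing = 20 h compound exposure of bacteria at 37 °C | buffer or medium = LB medium plus 50 µg/mL kanamycin | compound dosing = 10 µM final, single dose | evaluation = % inhibition of E. coli growth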
Active calls of the source: *; nt = not tested or not shown; [ ] = dose if it differs, or a comment.

structure	M1 antagonist	RORA act	TNAP act DEA	Autofluor 339	M1 ag	NADH enzymes	SF1 activator	Ec RNAP inh	Ecoli tolC
Cc1cc(C(=O)NCc2cccnc2)no1	-1.5	-19	0.9	1.1	0.21	2%	0	4	-12
Cc1ccc(C(=O)CSC2=C(C#N)C(c3ccco3)C3=C(CC(C)(C)CC3=O)N2)cc1 (stereo not drawn)	-0.67	2	0.8	1.1	-0.22	4%	-7	2	29
c1csc(-c2nc3nc4ccccc4nc3n2Cc2ccc3c(c2)OCO3)c1	0.29	43	0.9	1.9	-0.3	6%	63*	6	66*
COc1ccc(CC(=O)NC2CCN(CC(=O)N3CCCc4ccccc43)CC2)cc1OC	-0.42	-17	0.9	1.1	0.18	5%	-10	5	-12
CC(NC(=O)c1cccs1)C(c1cccs1)N1CCOCC1 (stereo not drawn)	-0.0062	0	nt	1	0.86	4%	3	nt	-17
COc1ccc(C(=O)c2oc3ccc(OC)cc3c2N)cc1	0.31	17	0.9	1.8	1.3	8%	31	5	-3
C/C(O)=C(/N=O)C(=O)Nc1ccccc1	-0.0041	3	0.9	1	-0.47	6%	11	19	-10
N#Cc1nc(-c2ccccc2Cl)oc1N1CCOCC1	-0.045	-32	0.8	2*	0.26	0%[fluoresces]	-11	-5	6
COc1ccc(CC(=O)OCc2cc3ccccc3[nH]c2=O)cc1	0.39	-13	1	1.2	0.79	6%	-10	-10	16
Cc1nc2oc3c(NCc4ccccc4)ncnc3c2c2c1COC(C)(C)C2	2.1	-27	0.9	2.5*	-0.21	9%	22	1	1
N#Cc1nc(COc2ccccc2)oc1N1CCN(c2cccc(Cl)c2)CC1	-0.0079	-12	1	1.1	4.1*	0%	-11	-7	41
CCCCNC(=O)c1ccc(CS(=O)(=O)c2cccc(C(F)(F)F)c2)o1	0.4	-5	0.9	1	0.13	3%	-14	8	-5
Cc1cc(OCC(=O)O)c2ccccc2n1	-0.33	9	1	1.1	0.42	7%	-1	-6	-33
O=C(Nc1ccccc1NC(=O)c1ccco1)c1ccco1	1.1	-20	0.9	1.1	-0.12	3%	-10	6	-15
Cc1cc(NC(=O)CSc2nnc(COc3ccccc3)o2)no1	nt	3	1	1.1	nt	3%	-11	1	-12
CC1(C)Cc2nc3oc4c(N(CCO)Cc5ccccc5)ncnc4c3cc2CO1	-0.47	2	0.8	2.4*	8.1*	7%	-8	3	14
COC(=O)c1ccc(CSc2nnnn2-c2ccccc2)o1	0.062	10	1	1.1	-0.077	4%	-6	7	4
COC(=O)C1=C(C)NC(C)=C(C(=O)OC)C1C1CC=CCC1 (stereo not drawn)	-0.17	nt	1	1.1	1.1	5%	nt	5	20
COc1cccc(Oc2cn[nH]c2-c2ccc(OC)cc2O)c1	-0.32	16	1	1.1	-0.017	6%	12	4	97*
O=C(CSc1nnc(-c2ccc(Br)cc2)o1)Nc1cccc2ccccc12	nt	0	1	1.1	nt	6%	8	4	36
CC(=O)N1C(=O)C2(Nc3ccccc3N2)c2ccccc21	-0.0055	nt	0.9	1.1	-0.028	4%	nt	6	-14
O=C(Cn1c(-c2cncs2)nc2ccccc21)NCCc1ccccc1	-0.13	-14	0.9	1.1	-0.42	1%	21	6	-7
CCOC(=O)c1c(C)oc2ccc(O)c(CN3CCCCC3)c12	-0.11	11	1	1.1	0.18	5%	-23	2	-9
COc1cc(NC(=O)c2cc3c(=O)n(C)c4ccccc4c3n2C)cc(OC)c1OC	0.31	2	1	2*	0.082	4%[fluoresces]	-43	-3	-11
CCS(=O)(=O)N1CCC(C(=O)NCCC2=CCCCC2)CC1	0.29	-8	1	1.1	0.024	9%	0	-5	-2
Cc1c(C(=O)Nc2ccc(Cl)cn2)oc2ccccc12	-0.0012	-20	0.8	1.3	-1	4%	2	8	-8
CCCOC(=O)C1[C@H]2C(=O)N(Cc3ccco3)C[C@]23C=C[C@H]1O3 (stereo partly drawn)	-0.25	-6	0.9	1.1	-0.39	2%	-2	nt	17
CCOC(=O)C1CCN(C(=O)Nc2ccc3snnc3c2)CC1	0.13	6	0.9	1.2	0.03	12%	4	4	-1
O=C(NC1CCCCCC1)c1c(O)c2cccc3c2n(c1=O)CCC3	0.2	8	0.9	1.2	0.37	7%	8	2	-12
CC1CN(Cc2nc3c(c(=O)n(C)c(=O)n3C)n2CC(=O)c2ccccc2)CC(C)O1 (stereo not drawn)	0.2	-2	nt	1.1	-0.61	9%	-4	nt	-11
CCC1CCCCN1CC(=O)c1c(C)[nH]c2ccccc12 (stereo not drawn)	-0.39	2	0.9	1.2	-0.15	2%	-15	1	-9
CCc1ccc2oc(-c3cc(N)ccc3O)nc2c1	0.71	-48	1	1.2	0.011	4%	-56	7	13
CC1CCCCN1C(=O)COc1ccc(NC(=O)c2ccco2)cc1 (stereo not drawn)	0.18	-20	1	0.99	-0.045	4%	32	6	-17
Cc1onc(-c2ccccc2Cl)c1C(=O)Nc1ccc(CN2CCCC2)cc1	-0.46	-1	0.9	1	0.16	6%	4	5	-3
COc1ccc(NC(=O)N2CCN(c3nc(-c4cccc(OC)c4)cs3)CC2)cc1	-1.1	-10	1	1	-0.8	3%	-1	10	33
COc1ccc2nc(N3CCC(O)CC3)c(C#N)cc2c1	-0.29	23	1.1	2.9*	55*	20%	12	2	11
CCn1nnnc1SCC(=O)NCc1ccco1	-0.055	-4	1	1.1	0.051	5%	-14	1	-10
Cc1ccc(-n2c(N)c(-c3nc4ccccc4n3C)sc2=S)cc1	0	-4	0.9	1.1	0	5%	32	4	1
Cc1ccc(N(CC(=O)Nc2cccc(C)c2)S(=O)(=O)c2cccc3nonc23)cc1	0.47	-15	0.9	1	-0.8	3%	8	5	62*
CC1(C)OC(=O)C(=CNn2cnc3ccccc3c2=O)C(=O)O1	0.18	31	1	1.1	0.56	8%	10	-2	-23
Cc1ccccc1Cn1ccc(NC(=O)c2onc(C)c2Cl)n1	-0.41	87*	0.8	1	-0.1	2%	11	3	9
CCOC(=O)COn1c2c(c3c4no[n+]([O-])c4ccc31)CCCC2	0.032	-12	0.9	1.1	0.48	6%	18	5	-6
CCOC(=O)c1nnn(-c2nonc2N)c1CN1CCc2ccccc2C1	0.22	1	0.9	1.1	-2.7*	2%	3	7	15
Cc1nnc(NC(=O)CCC(=O)N2CCN(CCc3ccccc3)CC2)s1	0.091	13	0.9	1.1	0.84	3%	-13	nt	-10
COC(=O)C1CCCN1C(C(=O)NC1CCCCC1)c1ccc(Cl)cc1 (stereo not drawn)	0.19	-7	1.1	1.1	0.47	3%	6	6	0
CC(C)n1c(Nn2cnnc2)nc2ccccc21	-0.078	-2	0.9	1.1	-0.58	3%	6	10	-8
CCc1nnc(NC(=O)CSc2nnc(COc3ccccc3C)o2)s1	-0.26	10	0.9	0.85	0.29	9%	-2	8	-2
COc1ccc2c(CC(=O)Nc3nnc(C4CC4)s3)coc2c1	-0.098	3	0.9	1.1	0.3	2%	-14	9	-3
Cc1[nH]n(C(N)=S)c(=O)c1C(c1ccccc1)C(C#N)C#N (stereo not drawn)	0.29	-27	0.8	1	0.67	2%	-13	2	-4
Cc1nn(-c2ccccc2)c2c1/C(=N/O)CC(C)(C)C2	0.62	5	0.9	1.1	0.33	5%	-14	13	26

The results go on.
structure	M1 antagonist	RORA act	TNAP act DEA	Autofluor 339	M1 ag	NADH enzymes	SF1 activator	Ec RNAP inh	Ecoli tolC
CC1CN(S(=O)(=O)c2ccc(NC(=O)CCCN3C(=O)c4ccccc4C3=O)cc2)CC(C)O1 (stereo not drawn)	0.48	-13	0.9	1.1	0.15	1%	8	7	-8
COc1ccccc1CN(C)C(=O)C1COc2ccccc2O1 (stereo not drawn)	0.37	-4	0.9	1	-0.51	7%	-2	2	3
CCOC(=O)N1CCN(C(c2ccccc2)c2sc3nc(C)nn3c2O)CC1 (stereo not drawn)	-0.039	-8	nt	1.1	0.48	6%	-5	nt	-17
O=C(CSc1nc(-c2ccccc2)c(-c2ccccc2)o1)N1CCOCC1	-0.95	11	0.9	1.1	0.95	6%	-9	12	28
Nc1ccccc1OCCOCCOCCOc1ccccc1N	0.46	5	0.9	1.1	1	8%	-11	6	-16
CCCCS(=O)(=O)NC1=NCN(CCO)CN1	0.24	-16	1	1.1	-0.22	6%	-6	-9	-24
Cc1noc(C)c1S(=O)(=O)N(CC(=O)Nc1ccc2c(c1)OCCO2)c1ccc(C(C)C)cc1	0.23	35	1	1.1	2.4	8%	-6	7	59
COc1cccc2cc(C(=O)N3CCN(c4ncccn4)CC3)c(=O)oc12	-0.8	8	0.9	1.3	-0.54	4%	1	-14	-16
COc1ccc(CNC(=O)c2noc3c2CCCCC3)cc1	0.97	40	1	1.1	0.66	8%	25	3	14
Cc1ccc(C(=O)CC2(O)C(=O)N(C)c3ccccc32)o1 (stereo not drawn)	0.37	-8	0.9	1.1	-0.097	2%	-4	-1	-7
O=c1c2c3c(sc2nc2n1CCC2)CCC3	-0.026	6	1	1.1	0.26	7%	7	8	-13
COC(=O)C1=C(CN2CCSCC2)NC(=O)NC1c1cc(C)ccc1C (stereo not drawn)	-0.0066	4	1	1.1	-1.2	4%	5	-15	13
CCN1C(=O)c2cccc3c(S(=O)(=O)NCCCN4CCOCC4)ccc1c23	0.067	2	0.9	3.9*	0.0077	15%	-5	2	-10
CCOC(=O)N1CCN(C(=O)Nc2ccc3oc(C)nc3c2)CC1	1.2	-7	0.8	1.1	0.41	4%	3	0	-21
CCn1nnnc1-c1ccc(OC)c(S(=O)(=O)Nc2ccc(OC)cc2)c1	-0.00096	-13	0.9	1.1	0.15	4%	-19	7	-10
Cc1ccc2nc(NC(=O)c3ccc(Cn4cc(Cl)cn4)o3)sc2c1	1.1	55*	nt	2.2*	1.5	0%	13	nt	0
O=C(NCc1cccnc1)c1ccc(COc2ccc3c(c2)CCC3)o1	-1.7	44	1	1.1	1.4	3%	27	3	27
Cc1nc(Cl)sc1C(=O)O	nt	3	0.9	1.3	nt	0%	0	10	-17
COc1ccc(-c2noc(-c3cc(Cl)ccc3Cl)n2)cc1OC	-0.33	25	0.9	1.1	-0.05	1%	-7	8	-13
COc1ccc2nc(NS(=O)(=O)c3ccc(NC(C)=O)cc3)sc2c1	0.71	-10	0.9	1.1	1.4	6%	3	3	-9
Cc1cc(O)cc(O)c1-c1onc(C(F)(F)F)c1-c1cscn1	-0.27	3	0.9	1.1	0.22	2%	-22	4	23
CCOC(=O)C1CCN(c2ncnc3nc[nH]c23)CC1	0.099	-24	1	1.1	-0.7	6%	-2	0	-10

Rewritten with two lines to a compound: three of the compounds above.
Values run as follows: M1 antagonist | RORA act | TNAP act DEA | Autofluor 339 | M1 ag | NADH enzymes | SF1 activator | Ec RNAP inh | Ecoli tolC
> Cc1ccc2nc(NC(=O)c3ccc(Cn4cc(Cl)cn4)o3)sc2c1
 : 1.1 | 55* | nt | 2.2* | 1.5 | 0% | 13 | nt | 0
> Cc1cc(O)cc(O)c1-c1onc(C(F)(F)F)c1-c1cscn1
 : -0.27 | 3 | 0.9 | 1.1 | 0.22 | 2% | -22 | 4 | 23
> CCN1C(=O)c2cccc3c(S(=O)(=O)NCCCN4CCOCC4)ccc1c23
 : 0.067 | 2 | 0.9 | 3.9* | 0.0077 | 15% | -5 | 2 | -10

The order is random. Share with any hit: about 15%.
